# Mtb FBA inh: Mtb fructose-bisphosphate aldolase inhibition; P9WQA3; purified M. tuberculosis FBA, fluorescence read-out; inhibition, % at 1 µM; hit rate 2.3% among 360,000; in the data active = inhibition above about 27%;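 also: 0% = vehicle and 100% = reference inhibitor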
# Target sequence (P9WQA3 whole entry, looked up): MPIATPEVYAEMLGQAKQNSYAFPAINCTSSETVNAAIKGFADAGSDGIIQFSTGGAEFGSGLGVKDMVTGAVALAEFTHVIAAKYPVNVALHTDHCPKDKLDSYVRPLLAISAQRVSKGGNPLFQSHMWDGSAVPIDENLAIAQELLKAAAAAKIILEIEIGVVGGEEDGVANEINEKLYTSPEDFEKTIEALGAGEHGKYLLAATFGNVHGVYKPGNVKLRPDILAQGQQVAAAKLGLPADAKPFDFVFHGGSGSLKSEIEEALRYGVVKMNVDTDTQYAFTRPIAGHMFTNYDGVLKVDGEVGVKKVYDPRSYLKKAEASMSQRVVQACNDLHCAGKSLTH
# Vc quorum ag: quorum light induction in luxS cqsA deficient V. cholerae. activation, % at 18.7 µM. hit rate 0.16% among 350,000. AID 588436. V. cholerae BH1578 lux reporter, luminescence, 6 h; in the data active = activation mostly above about 9.7%, no sharp cut-off; inconclusive = no clear call, values can overlap the other calls; inactive = mostly below about 3.7%; also: not every result past the cut was called active; inactives centre near 0; reference of the scale not given here
# Mtb BioA inh: inhibitors of Mycobacterium tuberculosis BioA enzyme; purified M. tuberculosis BioA enzyme, plate reader; inhibition, % at 9.99 µM; hit rate 0.096% among 360,000; AID 602481; in the data active = inhibition above about 40%; inconclusive = no clear call, values can overlap the other calls
# MazEF act: MazEF (E. coli) toxin RNase activation | P0AE70 | FAM/BHQ RNA-DNA oligo cleavage fluorescence, 5 h | activation, % at 20 µM | hit rate 0.32% among 350,000; in the data active = activation above about 50%
# Target sequence (P0AE70 whole entry, looked up): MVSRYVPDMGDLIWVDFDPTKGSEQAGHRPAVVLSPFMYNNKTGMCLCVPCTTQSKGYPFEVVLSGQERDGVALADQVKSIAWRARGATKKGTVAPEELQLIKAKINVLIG
# SSB-PriA inh: blocks PriA binding to SSB C-terminal tail; hit rate 0.6% among 430,000; AlphaScreen SSBct-PriA binding, biotinylated peptide; AID 1272365; inhibition, % at 33 µM; in the data active = inhibition mostly above about 37%, no sharp cut-off; inactive = mostly below about 20%;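 also: plate controls were negative control peptide for no effect and reference peptide for full effect; strong numbers were not always called active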
# UGM FP inh: blocks M. tuberculosis UGM enzyme; hit rate 0.06% among 320,000; purified UGM, fluorescence polarization probe displacement; AID 504406; inhibition, % at 10 µM; P9WIQ1; in the data active = inhibition above about 10%, passing the limit was not always enough; inconclusive = no clear call, values can overlap the other calls
# Target sequence (P9WIQ1 whole entry, looked up): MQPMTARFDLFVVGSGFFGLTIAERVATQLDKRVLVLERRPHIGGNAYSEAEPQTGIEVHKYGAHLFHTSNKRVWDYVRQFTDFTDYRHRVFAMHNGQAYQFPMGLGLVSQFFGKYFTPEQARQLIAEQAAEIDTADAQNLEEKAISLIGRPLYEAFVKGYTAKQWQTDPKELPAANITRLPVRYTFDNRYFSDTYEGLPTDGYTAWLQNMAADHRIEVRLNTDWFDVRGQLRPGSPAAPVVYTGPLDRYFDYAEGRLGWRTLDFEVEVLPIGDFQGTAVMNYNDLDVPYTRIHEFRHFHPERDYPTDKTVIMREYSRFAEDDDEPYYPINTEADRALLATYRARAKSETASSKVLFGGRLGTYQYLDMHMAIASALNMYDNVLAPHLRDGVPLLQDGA
# GDH-TPI inh: inhibits GDH-TPI coupling enzymes, artifact for Mtb FBA screen; GDH-TPI coupled enzyme counterscreen, NADH absorbance; inhibition, % at 4.8 µM; hit rate 1.2% among 360,000; AID 588335; in the data active = inhibition above about 30%;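 also: 0% = DMSO wells and 100% = wells lacking the enzyme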
# Rv3671c inh: inhibitors of M. tuberculosis serine protease Rv3671c; P9WHR9; inhibition, % at 5.96 µM; hit rate 0.048% among 320,000; in the data active = inhibition above about 38%;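 also: extracellular domain of Rv3671c used as enzyme; 0% = enzyme with DMSO and 100% = no enzyme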
# 3CLpro inhibitor: SARS-CoV 3CLpro protease inhibition; P0C6X7; recombinant SARS-CoV 3CLpro, quenched FRET peptide cleavage; inhibition, % at 6 µM; hit rate 0.14% among 290,000; in the data active = inhibition above about 12%
# VHR inh abs: inhibitors of human VHR1 phosphatase (DUSP3); hit rate 0.52% among 290,000; AID 1654; inhibition, % at 13.3 µM; recombinant VHR phosphatase, pNPP absorbance; P51452; in the data active = inhibition above about 50%; also: some compounds called inactive have numbers as strong as hits
# Target sequence (P51452 whole entry, looked up): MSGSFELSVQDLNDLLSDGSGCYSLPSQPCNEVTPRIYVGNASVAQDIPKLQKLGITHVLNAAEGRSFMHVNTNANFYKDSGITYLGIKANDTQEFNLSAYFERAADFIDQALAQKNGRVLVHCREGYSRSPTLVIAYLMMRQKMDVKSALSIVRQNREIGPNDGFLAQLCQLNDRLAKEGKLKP
# Numbers without * were called inactive; i = inactive; ? = inconclusive; . = not tested or not shown; & = joins results of further samples.
# Every second line gives: Rv3671c inh, GDH-TPI inh, VHR inh abs, UGM FP inh, MazEF act, SSB-PriA inh, Vc quorum ag, Mtb BioA inh, Mtb FBA inh, 3CLpro inhibitor
- COC(=O)Cc1c(C)c2ccc(OCC(=O)N3CCC(C)CC3)c(C)c2oc1=O
 : 0.6, 19.4, 14.5, -4.0, -3.3, -3.6, i, 0.9, 84.3*, 0.2
- CCCCCCCCCCCCCCCC(O)C[N+](C)(C)CCO (centres undefined)
 : ., -1.4, ., ., -18.4, -27.1, -0.8, ., 1.5, .
- O=C(NCCc1ccc(Cl)cc1)C1CCN(C(=O)N2CCOc3ccccc32)CC1
 : 5.2, 1.9, 13.4, -1.3, 3.9, 1.9, i, 1.7, -1.8, -1.2
- CCn1c(C)nc2cc(C#N)ccc21
 : 6.8, -17.1, 29.3, -0.4, 2.3, -6.3, -0.3, 0.6, 1.1, 2.9
- CCOn1c(=O)c(=O)n(OC)c2ccccc21
 : -1.3, -4.8, 2.5, -5.8, -0.9, -3.3, -0.4, ., 0.3, -2.5
- O=C(CCn1cccc1)NC1CCCc2ccccc21 (centres undefined)
 : 1.9, 0.6, 14.3, 0.0, -8.2, -0.2, -0.2, -1.1, 1.3, 3.2
- O=C(NCc1ccccc1Cl)C1CCN(C(=O)c2sccc2-n2cccc2)CC1
 : -3.9, 2.0, 27.8, -0.3, -0.5, -7.5, -0.4, 0.2, -1.8, 6.8
- Cc1ccc(S(=O)(=O)N2CCN(C(=O)CCn3cncn3)CC2)cc1C
 : -1.0, 8.9, -3.8, 2.0, -0.3, -7.1, -2.3, -3.0, 0.1, -3.2
- N#Cc1cc(C(=O)c2cc(Br)ccc2O)cn(C2CC2)c1=O
 : -19.7, 16.7, -4.4, -1.3, 4.0, 0.3, ., 3.0, -1.1, -3.4
- COc1ccc(S(=O)(=O)N(C)CC(=O)N2CCC(C(N)=O)CC2)cc1
 : -3.9, 4.9, 10.9, 5.3, 4.1, 0.4, 8.3, -0.8, -2.6, 0.6
- CNC(=S)N1N=C(c2ccc(OC)cc2)CC1c1ccc(N(C)C)cc1 (centres undefined)
 : 7.2, 18.8, 3.6, 0.7, 0.7, 55.0, -0.1, 1.0, 1.2, 7.6
- Cc1ccc(Cn2c(=N)c(S(=O)(=O)c3ccc(Br)cc3)cc3c(=O)n4ccccc4nc32)cc1
 : 3.2, 1.7, 1.1, 1.5, -17.3, -0.1, i, 0.2, 1.7, -2.2
- Cn1cccc1Cc1nnc(SCC(=O)Nc2cccc(F)c2)n1CCc1ccccc1
 : -9.1, 10.9, 7.8, 2.0, -7.7, 16.2, -0.2, 11.5, 1.5, 6.0
- CC1Cc2ccccc2C(=O)N1 (centres undefined)
 : 1.3, 4.1, -3.7, -1.0, -3.0, 8.0, i, ., -0.7, 2.4
- O=C(O)Cc1csc(-c2cccc(F)c2)n1
 : -4.4, -11.8, -1.8, -0.2, 10.7, 3.9, -0.8, -1.4, -8.7, 2.8
- CC(=O)Nc1nc(SCC(=O)NCc2ccc(F)cc2)[nH]c(=O)c1NC(=O)c1cccs1
 : 2.0, 4.2, -10.8, 0.5, -0.8, -2.6, -0.3, 1.4, -0.3, 1.9
- CCOC(=O)c1c(C)n(C)c2ccc(OC(=O)c3ccoc3)cc12
 : -5.9, 10.2, 15.2, -0.5, 3.9, -12.3, 7.7, -2.6, -0.1, -0.7
- CCOc1ccc(OCCC(=O)OCC(=O)Nc2cccc(S(=O)(=O)N3CCCCC3)c2)cc1
 : ., 8.3, ., ., 4.4, 0.9, -2.8, -1.8, 3.5, .
- Cc1cnc(C(=O)Nc2cc(S(=O)(=O)N3CCOCC3)ccc2N2CCN(C)CC2)cn1
 : 6.8, 8.4, -6.9, 0.3, -3.4, 2.3, -0.1, ., 2.2, 2.3
- Cc1ccc(-n2nnnc2CNC(=O)C(=O)c2c[nH]c3ccccc23)cc1C
 : ., 7.3, ., ., -4.0, ., 1.2, 1.9, 0.7, .
- Cc1ccc(C(=O)N/N=C/c2ccc(-c3ccc(Br)cc3[N+](=O)[O-])o2)o1
 : -24.0, 14.8, 6.5, ?, -53.4, ., -0.4, -1.3, -1.4, 3.6
- CCCCn1c(=O)[nH]c(=O)c2c1nc(-c1ccc(OC(F)F)c(OC)c1)n2C
 : 4.1, 0.0, 27.7, 0.3, 71.4*, -5.9, -0.5, 0.2, 7.5, 0.7
- COc1ccccc1OCC(=O)OCn1c(SC)nnc(C)c1=O
 : -0.8, -7.0, -2.9, -0.3, -4.5, 3.0&0.0, 1.8, -0.3, 3.3, -1.9
- COc1ccc(N2C(=O)C3CCCN3C2c2ccc(F)cc2)cc1Cl (centres undefined)
 : 3.5, -6.2, 33.2, -4.1, 0.9, -1.7, i, 0.3, -2.1, -0.5
- CNC(=S)N(Cc1ccc(Cl)cc1)Cc1cccs1
 : -1.1, -3.5, 9.6, 0.5, 4.8, -22.1, i, 1.7, 1.2, -0.1
- CCOC(=O)N1CCN(S(=O)(=O)N2CCCC(C(=O)NCc3ccc(OC)cc3)C2)CC1 (centres undefined)
 : -1.7, -4.5, -5.9, -1.9, 5.7, -11.2, i, -0.2, 3.1, 0.2
- O=C(COC(=O)C1CCCO1)Nc1nc(-c2ccc(F)cc2)cs1 (centres undefined)
 : 1.8, 3.5, ., 1.6, -4.0, -4.8, -1.8, -1.9, -3.3, .
- CCSc1nc2ccccc2n1C(=O)c1ccc(S(=O)(=O)N2CCCCC2)cc1
 : 10.3, -8.1, 4.1, -2.0, -61.6, -9.2, -0.2, -1.0, -1.9, -6.0
- Cc1ccccc1/C=N/n1c(COc2ccccc2)n[nH]c1=S
 : ., 2.1, -47.2, 2.4, 4.7, ., i, 3.1, -3.2, -1.0
- CCOC(=O)NC(=O)C(=CNc1ccccc1OC)C(=O)NC(=O)OCC
 : -15.2, 3.1, -1.5, 2.8, 0.7, -6.3, i, 0.0, -3.4, -4.7

# Some of the entries above in another layout:
> COc1ccc(S(=O)(=O)N(C)CC(=O)N2CCC(C(N)=O)CC2)cc1
- Rv3671c inh = -3.9
- GDH-TPI inh = 4.9
- VHR inh abs = 10.9
- UGM FP inh = 5.3
- MazEF act = 4.1
- SSB-PriA inh = 0.4
- Vc quorum ag = 8.3
- Mtb BioA inh = -0.8
- Mtb FBA inh = -2.6
- 3CLpro inhibitor = 0.6
> CNC(=S)N1N=C(c2ccc(OC)cc2)CC1c1ccc(N(C)C)cc1 (centres undefined)
- Rv3671c inh = 7.2
- GDH-TPI inh = 18.8
- VHR inh abs = 3.6
- UGM FP inh = 0.7
- MazEF act = 0.7
- SSB-PriA inh = 55.0
- Vc quorum ag = -0.1
- Mtb BioA inh = 1.0
- Mtb FBA inh = 1.2
- 3CLpro inhibitor = 7.6
> Cc1ccc(Cn2c(=N)c(S(=O)(=O)c3ccc(Br)cc3)cc3c(=O)n4ccccc4nc32)cc1
- Rv3671c inh = 3.2
- GDH-TPI inh = 1.7
- VHR inh abs = 1.1
- UGM FP inh = 1.5
- MazEF act = -17.3
- SSB-PriA inh = -0.1
- Vc quorum ag = i
- Mtb BioA inh = 0.2
- Mtb FBA inh = 1.7
- 3CLpro inhibitor = -2.2
> Cn1cccc1Cc1nnc(SCC(=O)Nc2cccc(F)c2)n1CCc1ccccc1
- Rv3671c inh = -9.1
- GDH-TPI inh = 10.9
- VHR inh abs = 7.8
- UGM FP inh = 2.0
- MazEF act = -7.7
- SSB-PriA inh = 16.2
- Vc quorum ag = -0.2
- Mtb BioA inh = 11.5
- Mtb FBA inh = 1.5
- 3CLpro inhibitor = 6.0

# More entries.
# Every second line gives: Rv3671c inh, GDH-TPI inh, VHR inh abs, UGM FP inh, MazEF act, SSB-PriA inh, Vc quorum ag, Mtb BioA inh, Mtb FBA inh, 3CLpro inhibitor
- COc1ccc(Cl)cc1C(=O)Nc1ccccc1N1CCN(C)CC1
 : -3.2, -2.6, 2.6, -1.1, 12.4, 1.2, -0.3, ., -0.7, -2.2
- COc1ccc(NC(=O)CCSCCc2ccccn2)cc1OC
 : -9.3, 6.3, 25.6, 1.2, 9.0, 1.7, 0.0, 0.1, 2.1, 0.8
- Cn1cnnc1SCC(=O)Nc1ccc2nc(SCc3ccccc3Cl)sc2c1
 : -22.2, 9.7, 11.8, -2.1, 7.9, 6.3, i, 0.1, 0.1, 0.9
- O=C(CNC(=O)c1ccccc1Cl)OCC(=O)N1CCc2ccccc21
 : 2.2, 15.8, -10.8, 1.2, 5.2, -3.2, -3.0, -2.2, -3.2, 4.2
- COc1ccc(NC(=O)C(Cc2ccccc2)n2cccc2)cc1OC (centres undefined)
 : -1.8, 15.0, 28.6, -3.3, 0.8, 3.9, i, 0.0, 0.4, -1.2
- COc1cc(C(N)=O)cc(Br)c1OC
 : 1.8, -4.7, 2.4, 2.4, 0.7, -7.7, 25.0*, ., 6.0, 5.3
- Cc1ccc(S(=O)(=O)NCCCNC(=O)c2ccccc2)cc1
 : 7.1, -10.3, 9.9, 1.0, 1.1, 0.0, 2.2, -0.7, 0.5, 6.5
- CCOC(=O)C1CSC(CC(=O)Nc2ccc(Cl)cc2)C(=O)N1 (centres undefined)
 : -5.2, 6.4, -12.1, 1.4, -6.3, -9.0, 1.1, 0.3, 0.4, -1.0
- COc1cc(Nc2nnc(C)s2)c(Cl)cc1Cl
 : -1.7, -1.9, 6.2, 3.2, -1.6, -2.5, -0.5, -0.5, 3.8, 2.2
- CC1(C)C(c2ccccc2)=NC(c2ccc(F)cc2)N1O (centres undefined)
 : 0.1, -0.8, 34.0, 0.4, -0.1, 2.2, i, -0.4, 0.6, -4.7
- Cc1ccc(/C=C2\SC(=S)N(CCC(=O)NNC(=O)c3ccncc3)C2=O)cc1
 : -1.8, -1.5, 6.2, -2.1, 0.1, -0.9, 1.2, -1.9, -0.1, 3.5
- CCOc1ccc(C(C)NC(=O)c2ccccc2OCc2c(C)noc2C)cc1OCC (centres undefined)
 : -16.0, 20.7, 9.7, 5.0, -3.1, -6.0, -7.7, 0.8, 1.5, 0.1
- O=C(Nc1ccc(N2CCN(C(=O)c3ccco3)CC2)c(Cl)c1)c1cccnc1
 : 0.6, 6.2, 10.6, -1.5, -0.8, -3.5, i, 26.4, 0.9, 5.4
- CSc1ncccc1C(=O)OCc1ccc([N+](=O)[O-])cc1
 : 4.5, 7.4, 13.1, -0.8, -0.7, -7.5, 2.4, 0.4, 2.1, 3.3
- CCOC(=O)c1sc(=NC(=O)CCS(=O)(=O)c2ccccc2)n(C)c1C
 : -7.0, 6.8, 22.5, -0.7, -4.2, -1.0, -0.8, ., -4.4, -1.6
- OC(CN1C2=NCCCN2c2ccccc21)c1ccc(Br)cc1 (centres undefined)
 : 1.7, -2.0, 30.9, -0.6, 12.7, -10.8, i, ., 3.4, 6.5
- COc1cc2c(cc1OC)CN(C(=O)c1ccccc1C(=O)O)CC2
 : -0.5, 12.8, 13.4, 0.0, -14.2, 1.8, -0.1, -1.9, 6.0, -0.4

# Some of the entries above in a different format:
canonical_smiles	Rv3671c inh	GDH-TPI inh	VHR inh abs	UGM FP inh	MazEF act	SSB-PriA inh	Vc quorum ag	Mtb BioA inh	Mtb FBA inh	3CLpro inhibitor
CSc1ncccc1C(=O)OCc1ccc([N+](=O)[O-])cc1	4.5	7.4	13.1	-0.8	-0.7	-7.5	2.4	0.4	2.1	3.3
CCOC(=O)c1sc(=NC(=O)CCS(=O)(=O)c2ccccc2)n(C)c1C	-7.0	6.8	22.5	-0.7	-4.2	-1.0	-0.8	.	-4.4	-1.6

# Bioassay records: PubChem, several laboratories

# Some of the compounds tested (hit frequency here may not be typical).
